DAGLB inhibitor = DAGLB lipase inhibitors, primary screen, biochemical, fluorescence, HTS | Diacylglycerol lipase-beta (Homo sapiens), Q8NCG7 | HEK293T DAGLB membrane lysate, EnzChek fluorogenic substrate | inhibition, % at 5.17 µM | 340,000 compounds, 0.059% hits | AID 504411, 2011; in the data active means inhibition above about 34%;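 further: 0% = enzyme with vehicle and 100% = wells lacking enzyme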
AddAB inh = growth inhibition of E. coli expressing H. pylori AddAB, primary screen, AddAB inhibitor project, absorbance. inhibition, % at 11.9 µM. 330,000 compounds, 0.29% hits; in the data active means inhibition above about 12%;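 further: 0% = vehicle wells of infected cells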
Rtt109 Vps75 = inhibitors of C. albicans Rtt109/Vps75 HAT, primary screen, biochemical, ThioGlo CoA-SH fluorescence, plate reader | purified Rtt109/Vps75, 4 h | inhibition, % at 34.9 µM | 330,000 compounds, 0.16% hits | AID 540336, 2011;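 active means inhibition of at least 50% in every replicate; inconclusive means best replicate reaches 50% inhibition but some replicates fall short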
Target sequence (Q5AAJ8 whole entry, looked up): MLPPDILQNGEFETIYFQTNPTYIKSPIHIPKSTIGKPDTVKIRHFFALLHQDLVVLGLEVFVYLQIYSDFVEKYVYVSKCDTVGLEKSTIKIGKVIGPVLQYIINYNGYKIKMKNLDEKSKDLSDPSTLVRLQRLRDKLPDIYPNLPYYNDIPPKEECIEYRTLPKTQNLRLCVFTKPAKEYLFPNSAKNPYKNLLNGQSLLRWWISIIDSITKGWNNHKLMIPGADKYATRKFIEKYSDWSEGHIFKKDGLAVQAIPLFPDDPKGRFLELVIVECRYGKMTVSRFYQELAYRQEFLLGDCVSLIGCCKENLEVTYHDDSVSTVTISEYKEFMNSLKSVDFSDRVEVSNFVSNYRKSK
PfHsp90 set2 = growth inhibition of PfHsp90-expressing yeast, primary screen, antimalarial PfHsp90 inhibitor project, S. cerevisiae, BacTiter-Glo luminescence, single point, set 2. BacTiter-Glo ATP, 48 h; yeast lacking PDR1 and PDR3 efflux regulators. inhibition, % at 9.4 µM. 310,000 compounds, 0.32% hits;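 active means every replicate shows inhibition above about 80%, whatever the replicate mean, limit read from the data; inconclusive means mean inhibition reaches the set limit but some replicate falls short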;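 further: 0% = DMSO neutral controls and 100% = 20 µM radicicol positive controls; yeast relying on Plasmodium falciparum Hsp90 in place of its own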
Tat transport = E. coli Tat export inhibitors, primary screen, MC4100, TorA-mCherry reporter, fluorescence, single point; inhibition, % at 10 µM; 340,000 compounds, 0.036% hits;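 active means mean replicate inhibition at least 50% and at least half of replicates individually reaching 50%; inconclusive means only one of the two criteria met; inactive means neither criterion met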;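 further: exported cargo escapes ClpAP degradation while cytoplasmic cargo is degraded and loses fluorescence; 0% = median of neutral control wells and 100% = median of NaSCN control wells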
phage Ecoli inh = growth loss of phage-infected E. coli, primary screen, RecBCD inhibitor project, absorbance, with phage, HTS; AID 651602, 2012; inhibition, % at 11.9 µM; 360,000 compounds, 0.26% hits; in the data active means inhibition above about 11%
CAL PDZ FP = CAL PDZ peptide-binding inhibitors, primary screen, biochemical, fluorescence polarization, Cer-tagged CAL PDZ, HTS; AID 504414, 2011; Golgi-associated PDZ and coiled-coil motif-containing protein (Homo sapiens), Q9HD26; inhibition, % at 20 µM; 330,000 compounds, 0.02% hits; purified CAL PDZ, TMR-peptide fluorescence polarization, 1 h;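 active means highest replicate inhibition of at least 40%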;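 further: plate controls were DMSO neutral control wells for no effect and unlabeled competitor peptide control wells for full effect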
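Material: tagged CAL PDZ protein CerCALP, purified; buffer or medium: sodium phosphate/NaCl buffer pH 7.4 with TCEP, IgG, Thesit; also added: fluorescent TMR peptide probe; schedule: 1 h incubation at room temperature before polarization reading; technique: fluorescence polarization from S- and P-plane intensities, G-factor corrected; control set: unlabelled peptide and DMSO controls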
Wnt bcat act = Wnt/beta-catenin pathway activators, primary screen, cell-based, plate reader, single point; 300,000 compounds, 1.2% hits; activation, % at 9.35 µM; Wnt/beta-catenin reporter cell assay, activator; in the data active means activation above about 30%, passing the limit was not always enough; inconclusive means no clear call, values can overlap the other calls;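 further: 0% = neutral control wells and 100% = positive control wells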
E coli growth = E. coli V3065 growth inhibition, primary screen, counter-screen for AddAB inhibitor project, absorbance, OD600; 330,000 compounds, 0.27% hits; 18 h; inhibition, % at 11.9 µM; AID 449728, 2010;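 active means inhibition above the campaign's mean inhibition across all tested compounds plus 3 SD, cut at about 9.9% in these data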;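 further: uninfected addAB+ strain grown without phage in ampicillin broth; 0% = DMSO wells and 100% = ciprofloxacin 0.95 µg/ml wells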
PvdQ acylase = P. aeruginosa PvdQ acylase inhibitors, primary screen, biochemical, fluorescence, plate reader and imaging, single point | PvdQ acylase [Pseudomonas aeruginosa LESB58] | 340,000 compounds, 0.063% hits | purified PvdQ acylase | inhibition, % at 10 µM; in the data active means inhibition above about 30%, passing the limit was not always enough; inconclusive means no clear call, values can overlap the other calls;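 further: 0% = vehicle neutral wells and 100% = reference inhibitor wells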
* = called active by the depositor; ? = inconclusive; / = no result given.

Each structure is followed by: DAGLB inhibitor	AddAB inh	Rtt109 Vps75	PfHsp90 set2	Tat transport	phage Ecoli inh	CAL PDZ FP	Wnt bcat act	E coli growth	PvdQ acylase
1) O=C(NC1CCSc2ccccc21)c1cc(S(=O)(=O)N2CCOCC2)ccc1Cl (stereo not given)
→ -1	2.0	4	/	-1	0.8	-3.2	0	1.0	1
2) Cc1nn(Cc2noc(C(=O)NCCCn3ccnc3)n2)c(C)c1Br
→ 4	3.4	3	2	6	1.6	-0.9	1	4.0	-1
3) Cc1c(C(=O)NN)nn(-c2ccc(F)cc2)c(=O)c1C#N
→ 1	1.8	1	3	-7	3.8	-1.9	0	0.7	-2
4) Cc1nc(CN(C)C(=O)CC2C(=O)NCCN2Cc2ccc(-c3ccccc3)cc2)cs1 (stereo not given)
→ -2	3.7	7	-5	-1	1.0	-0.8	2	0.6	-3
5) O=C(CN1c2cccc3cccc(c23)S1(=O)=O)Nc1ccc(S(=O)(=O)N2CCOCC2)cc1
→ 2	-0.5	3	/	-1	2.6	-0.9	/	-0.6	2
6) CCOc1cc(N2CCOCC2)c(OCC)cc1NC(=O)CSc1ccccc1C(=O)O
→ -1	-1.4	19	/	-5	2.2	-0.2	4	-1.2	2
7) CSc1ccc(/C=N\NC(=O)CNc2ccc(C)cc2)cc1
→ 0	-0.1	3	7	-8	0.1	0.0	/	3.2	3
8) Cc1ccc(C(=O)NC(c2ccccc2)C(Cl)Cl)cc1 (stereo not given)
→ -1	0.6	5	-19	-3	1.0	-0.8	/	-0.4	-18
9) COc1cccc(NC(=O)C(C)OC(=O)CCCNC(=O)c2ccc(Cl)cc2)c1 (stereo not given)
→ -2	3.3	33	17	-5	2.8	-1.9	6	1.4	11
10) CC(C)(C)c1csc(NC2=NS(=O)(=O)c3ccccc32)n1
→ 5	0.1	-6	-4	0	-0.4	0.5	16	0.0	2
11) C=CCn1c(CC(=O)Nc2ccc(C)cc2C)nnc1SCC(=O)N1CCOCC1
→ -2	1.4	0	-10	-1	1.6	-2.2	1	3.1	-14
12) COc1cc(C(=O)NNC(=O)C2CCC2)cc(OC)c1OC
→ 1	2.5	-7	-14	3	4.6	0.3	-3	2.5	-13
13) O=c1[nH]c(SCc2n[nH]c(=S)n2-c2ccccc2)nc2sc3c(c12)CCC3
→ 3	1.8	7	-19	0	1.6	-1.7	/	-0.8	5
14) O=C(CSc1ccccc1)N1CCN(c2ccc(F)cc2)CC1
→ -8	2.5	0	2	-9	3.1	-2.1	4	-2.4	-4
15) Cc1ccc(CSc2nnc(-c3ccc(NS(=O)(=O)c4ccccc4)cc3)o2)cc1
→ 0	1.1	8	10	1	2.3	-2.5	-3	1.6	-16
16) Cc1cccc(NC(=O)CSc2nnc(C)n2Cc2ccccc2)c1
→ -3	3.1	5	13	11	2.1	-0.3	/	0.6	-4
17) COc1ccc(N2CCN(C(=S)Nc3ccc(F)cc3)CC2)cc1
→ 1	1.5	4	-3	0	2.0	0.1	-3	3.2	13
18) Cc1ccccc1Nc1nnc(SCC(=O)c2ccc(O)cc2O)s1
→ 1	0.0	6	7	0	0.2	-1.0	0	-0.4	-6
19) COc1ccc(-c2nnc(N3CCCCC3)c3ccccc23)cc1
→ -2	3.6	-8	-8	9	/	-0.6	/	-2.4	-8
20) COc1cccc2c(C)nc(Nc3nc(CSc4nnc(C)s4)cc(=O)[nH]3)nc12
→ 0	-0.2	-2	-12	-1	1.5	1.2	-7	0.7	-3
21) COCCCNC(=O)CCn1c(=O)c2ccccc2n(CC(=O)NCCC2=CCCCC2)c1=O
→ 4	-0.1	-2	11	-3	2.3	-0.7	0	0.3	-5
22) O=C(NCCCN1CCOCC1)C(=O)NCC1OCCN1S(=O)(=O)c1ccc(Br)cc1 (stereo not given)
→ -4	-2.0	2	-11	7	1.6	-1.8	3	-1.4	-19
23) Cc1ccc2[nH]c(=O)c(CN(C)C(=O)c3ccccn3)cc2c1
→ -1	1.6	0	-7	-3	2.8	0.6	/	-0.6	-13
24) COc1ccc2[nH]c(=O)c(C(c3nnnn3CC3CCCO3)N3CCc4ccccc4C3)cc2c1 (stereo not given)
→ 0	1.6	2	1	0	2.1	-0.7	/	1.5	-1
25) S=c1nc(-c2ccccc2)n(-c2ccccc2)[nH]1
→ -1	-1.2	-3	3	-4	2.6	/	6	0.0	4
26) CCOC(=O)c1c(N)sc(-c2ccccc2)c1C
→ -7	0.0	-5	-15	0	3.2	-1.2	/	1.7	-4
27) Oc1ccccc1C(=S)N1CCCC1
→ -1	0.4	3	-11	3	4.2	-0.8	-1	-0.5	-13
28) S=C1CCSc2ccc(Cl)cc2N1
→ -2	/	-5	5	1	0.9	-2.7	-6	/	1
29) Cc1ccccc1C(=O)N/N=C/c1ccccn1
→ 2	-1.4	-6	-25	-7	-0.6	-2.0	13	-1.2	-6
30) CCOC(=O)C1CCN(S(=O)(=O)c2c(C)[nH]c(C)c2C(=O)N2CCCC2)CC1
→ 0	2.2	3	-18	-1	2.5	-0.6	1	-1.5	-5
31) O=C(CCc1nc(-c2ccc(Cl)cc2)no1)NC1CCCCC1
→ -1	1.6	-4	4	1	1.8	/	-2	0.2	-16
32) O=C(CN1C(=O)c2cccnc2Oc2ccc(Cl)cc21)Nc1ccccc1F
→ 0	6.2	0	1	3	2.4	0.0	-4	-2.4	-6
33) O=C(C(=O)N1CCN(c2ccc(F)cc2)CC1)c1c[nH]c2ccccc12
→ -1	1.6	0	/	1	0.0	-2.1	0	-2.3	2
34) COc1ccccc1C(=O)Nc1ccc(NC(=O)c2ccco2)cn1
→ -1	1.9	2	9	-9	3.3	-3.1	18	0.8	3
35) Nc1nc(SCC(=O)NCCOCCO)nc2sc3c(c12)CCCC3
→ 0	-0.3	-7	-10	7	1.7	-0.7	1	-0.4	-10
36) Cn1cc(CCNC(=O)c2ccc3nc(Cc4ccccc4F)oc3c2)cn1
→ -3	-2.1	4	8	5	0.8	-2.0	33*	-1.8	-7
37) CCOc1ccc(S(=O)(=O)Nc2cc(NS(=O)(=O)c3ccc(OCC)cc3)cc(C(=O)O)c2)cc1
→ -7	2.5	4	-5	2	1.3	-0.6	1	2.8	2
38) Nc1ccc(C(=O)OCc2nc3c(ccc4ccccc43)[nH]2)cc1
→ 2	2.4	-4	-15	-5	4.6	-1.7	13	-2.1	-9
39) O=C(NCCCn1ccnc1)c1ccc(Cl)s1
→ -1	0.2	2	-19	-9	3.4	-2.6	2	3.3	-5
40) O=S1(=O)CCN2C=C(Cl)C=C(Cl)C2=N1
→ 0	3.4	-14	12	0	3.2	-1.4	-1	2.5	-7
41) S=C(Nc1ccc2nc(-c3ccccn3)c(-c3ccccn3)nc2c1)N1CCCCC1
→ -5	/	-98	-5	-2	/	-0.6	/	/	-11
42) Cc1ccc2nc(C)cc(N/N=C/c3cccnc3)c2c1
→ 1	1.1	0	4	-10	3.0	0.0	0	-2.5	-7
43) CCOc1ccccc1NC(=O)N1CCC(c2nc3ccc(C)cc3[nH]2)CC1
→ 1	-1.0	-3	/	-2	3.2	/	/	-0.8	-9
44) CCOC(=O)c1cc(OCC(=O)NC(C)C(C)C)cc(C(=O)OCC)c1 (stereo not given)
→ 1	1.9	-2	-24	44	0.6	-0.3	-2	0.5	-1
45) CCC(Cc1ccccc1)NC(=O)CCn1cccc1 (stereo not given)
→ 0	1.7	2	/	2	-0.5	-1.4	-3	1.3	-5
46) COc1ccc(CNC(=O)C(=O)NCC2OCCN2S(=O)(=O)c2ccccc2)cc1 (stereo not given)
→ 1	-0.2	-2	12	0	0.3	-3.9	-1	-0.3	-11
47) CCOCCCNC(=O)C1CCN(Cc2cccc(OCc3ccccc3)c2)CC1
→ -3	0.8	0	2	-9	0.2	0.5	18	-1.5	-25
48) Cn1c(C(=O)N2CCN(c3ccc([N+](=O)[O-])cc3)CC2)cc2c(=O)[nH]c3ccccc3c21
→ 0	/	/	15	1	3.8	1.1	-2	/	10
49) O=C(COc1ccc([N+](=O)[O-])cc1)Nc1cccc2nsnc12
→ -5	-0.3	6	-13	?	-2.5	-0.8	-1	-0.2	-6
50) COc1ccccc1C(=O)NC(=O)COC(=O)c1cc[n+]([O-])cc1
→ 2	-2.0	-7	/	10	0.3	-1.7	-1	-0.7	-5
51) COc1cccc2c1OC1(C)CC2N(C(=O)c2ccco2)C(=S)N1c1ccc(F)cc1 (stereo not given)
→ -1	1.1	6	/	-5	2.2	-2.7	/	2.1	-6
52) COCCN(C(=O)COC(=O)CCOc1cc(C)ccc1C)c1c(N)n(Cc2ccccc2)c(=O)[nH]c1=O
→ 1	/	3	0	6	3.0	-0.1	-1	/	-8
53) COc1cccc(CNC(=O)CCN2C(=S)NC(C)(C)CC2C)c1 (stereo not given)
→ 1	1.6	-3	-12	-7	0.8	-0.3	-1	0.4	-2
54) COCCCNC(=S)NNC(=O)c1csc2ccccc12
→ -1	1.1	-1	3	-7	3.8	0.2	-1	-0.3	-7

An excerpt from above, reduced to CAL PDZ FP:
item	Molecule	CAL PDZ FP
46	COc1ccc(CNC(=O)C(=O)NCC2OCCN2S(=O)(=O)c2ccccc2)cc1 (stereo not given)	-3.9
47	CCOCCCNC(=O)C1CCN(Cc2cccc(OCc3ccccc3)c2)CC1	0.5
